# High-throughput results: PubChem BioAssay, The Scripps Research Institute Molecular Screening Center
# GPR151 activ = activates the human receptor GPR151. PathHunter beta-arrestin GPR151 cells, luminescence. AID 1508602. actives 1% (n = 650,000). Q8TDV0. activation, % at 11.2 µM; in the data active means activation above about 4.9%;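 further: 0% = median of compound wells and 100% = cells with positive control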
# Target sequence (Q8TDV0 whole entry, looked up): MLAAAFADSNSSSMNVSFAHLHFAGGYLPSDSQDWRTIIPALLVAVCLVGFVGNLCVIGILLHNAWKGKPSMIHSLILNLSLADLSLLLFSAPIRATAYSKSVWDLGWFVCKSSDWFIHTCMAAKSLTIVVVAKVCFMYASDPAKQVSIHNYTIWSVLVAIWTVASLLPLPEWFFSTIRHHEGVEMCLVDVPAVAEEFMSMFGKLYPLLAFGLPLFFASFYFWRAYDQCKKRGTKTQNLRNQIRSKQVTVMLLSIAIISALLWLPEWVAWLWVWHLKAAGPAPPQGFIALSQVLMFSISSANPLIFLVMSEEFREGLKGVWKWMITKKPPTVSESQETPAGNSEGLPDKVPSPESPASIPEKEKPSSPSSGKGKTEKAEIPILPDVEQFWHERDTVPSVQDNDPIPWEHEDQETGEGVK
# FBW7 activator = activators of human E3 ligase FBW7. actives 0.13% (n = 650,000). Q969H0. AlphaScreen FBW7–phospho-cyclin E peptide binding, activator screen. normalized activity (activation), % at 26.1 µM; in the data active means normalized activity above about 1.9%;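 further: purified mutant Fbw7 with reduced substrate affinity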
# Target sequence (Q969H0 whole entry, looked up): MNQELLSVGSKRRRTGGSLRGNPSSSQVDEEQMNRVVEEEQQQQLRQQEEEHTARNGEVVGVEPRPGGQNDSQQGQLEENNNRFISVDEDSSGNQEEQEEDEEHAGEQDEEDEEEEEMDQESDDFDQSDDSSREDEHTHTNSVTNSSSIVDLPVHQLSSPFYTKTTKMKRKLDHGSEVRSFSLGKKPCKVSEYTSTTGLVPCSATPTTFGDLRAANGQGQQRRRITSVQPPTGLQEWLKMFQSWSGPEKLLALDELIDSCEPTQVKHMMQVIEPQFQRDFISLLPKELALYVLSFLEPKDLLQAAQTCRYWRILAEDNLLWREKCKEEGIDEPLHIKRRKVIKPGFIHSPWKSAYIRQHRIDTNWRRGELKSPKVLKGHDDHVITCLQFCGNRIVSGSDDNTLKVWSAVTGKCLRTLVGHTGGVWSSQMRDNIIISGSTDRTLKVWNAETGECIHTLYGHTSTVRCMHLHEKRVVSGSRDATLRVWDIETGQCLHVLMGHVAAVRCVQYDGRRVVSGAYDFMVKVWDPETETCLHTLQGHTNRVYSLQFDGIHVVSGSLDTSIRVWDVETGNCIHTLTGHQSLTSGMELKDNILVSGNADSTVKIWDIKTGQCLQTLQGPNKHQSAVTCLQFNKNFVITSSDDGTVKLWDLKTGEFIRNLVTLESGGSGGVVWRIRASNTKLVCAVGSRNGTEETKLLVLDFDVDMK
# MITF inh = inhibitors of human MITF | O75030 | AlphaScreen MITF homodimerization, bead proximity signal | inhibition, % at 2.6 µM | actives 0.91% (n = 650,000); in the data active means inhibition above about 50%;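 further: 0% = vehicle wells with protein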
# TEAD-YAP inh = TEAD-YAP interaction inhibition; HEK-TIYL cells, TEAD-Gal4/YAP UAS-luciferase luminescence; inhibition, % at 9.12 µM; actives 1.4% (n = 640,000); AID 1259422; in the data active means inhibition above about 32%;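 further: 0% = median of test compound wells and 100% = reference inhibitor wells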
# An asterisk follows results filed as active.
entry	SMILES	GPR151 activ	FBW7 activator	MITF inh	TEAD-YAP inh
1	O=C(CCS(=O)(=O)c1ccc2c(c1)OCC(=O)N2)NCc1cccs1	-0.8	-0.1	-4	-3
2	CCn1c(=O)n(CC(=O)NCc2ccccc2F)c2cccnc21	-0.3	-0.1	1	-5
3	CCc1ccc2c(CC(=O)O)coc2c1	-1.0	0.0	-4	0
4	Cc1cc(NC(=O)C2CC2)n(-c2nc(-c3ccc(F)cc3)cs2)n1	-0.3	0.7	12	-8
5	CCOc1cc2c(cc1OCC)C(c1cccc(O)c1)NCC2 (centres undefined)	-0.6	-0.2	-6	-5
6	COc1ccc(/C=C2\C(=N)N3N=C(N4CCOCC4)SC3=NC2=O)cc1	0.5	0.5	19	10
7	CCCS(=O)(=O)c1c(S(=O)(=O)CCC)c2cnccn2c1C(=O)c1ccc(OC)cc1	0.4	-0.1	13	-5
8	Cc1ccc(CN2CCN(Cc3cccc(C)c3)CC2CCO)cc1 (centres undefined)	-0.6	-0.1	-18	2
9	Cc1cccc(NC(=O)c2ccc(NCCO)c([N+](=O)[O-])c2)c1	-0.9	0.4	2	-28
10	Cc1[nH]c2ccccc2c1-c1nc2ccccc2[nH]c1=O	-0.6	0.0	-9	-25
11	Cc1ccccc1NC(=O)CSc1nnc(C2CC2)n1CC1CCCO1 (centres undefined)	-1.1	-0.1	4	5
12	O=C1c2ccccc2S(=O)(=O)N1CCN1c2cccc3cccc(c23)S1(=O)=O	-0.2	0.0	3	4
13	CC(=O)Oc1ccccc1-c1nc2s/c(=C3\C(=O)N(CC(N)=O)c4ccccc43)c(=O)n2n1	0.9	0.0	-12	-1
14	O=C1C=C(NCCc2c[nH]c3ccccc23)CC(c2ccccc2)C1 (centres undefined)	-0.8	0.1	14	-18
15	O=C(CCn1c(=S)[nH]c2ccccc2c1=O)NCC1COc2ccccc2O1 (centres undefined)	0.8	-0.1	-7	3
16	Cc1cc(C)n(CCC(=O)N2CCc3c(nc(N4CCC(C)CC4)[nH]c3=O)C2)n1	0.2	-0.1	-9	-4
17	O=C(CSc1ccccc1C(=O)O)c1ccc(F)cc1	-0.5	-0.1	4	-5
18	COc1ccc(NS(=O)(=O)c2ccccc2C(F)(F)F)cc1	-2.2	0.2	9	-1
19	CN1CCN(S(=O)(=O)c2ccc(NC(=O)c3ccc(Br)s3)cc2)CC1	-1.6	0.9	15	-20
20	CCCCNC(=S)N(C)c1ccc(O)cc1	0.3	-0.1	8	11
21	COc1ccccc1NCc1nn2cc(-c3ccccc3)c3c2n1CCCC3	-0.5	-0.1	7	9
22	COc1ccc(CC(=O)Nc2c3c(nc4c2CCC4)CCCC3)cc1OC	0.0	-0.2	-5	-1
23	CCOc1cc(/C=C2/C(=N)N3N=C(CC(C)C)SC3=NC2=O)cc(Cl)c1OCCOc1ccccc1	-1.3	0.1	8	-7
24	O=C(NC(=S)Nc1cc(Br)ccc1O)c1ccco1	-0.7	0.0	-7	-2
25	CC1CCc2c(sc3nc(-c4cccs4)[nH]c(=O)c23)C1 (centres undefined)	1.2	0.2	1	-36

entry	SMILES	GPR151 activ	FBW7 activator	MITF inh	TEAD-YAP inh
26	Cc1cc(Nc2nccc(-c3cc(C#N)cc(N4CCOCC4)c3)n2)no1	-0.3	-0.6	12	1
27	Clc1ccc(-c2nc3ccccc3c3nncn23)cc1	1.6	0.3	4	0
28	CN(C)S(=O)(=O)c1ccc(C(=O)Nc2[nH]nc(N3CCOCC3)c2C#N)cc1	0.1	0.0	13	-5
29	Cc1ccc(-n2nc(C)c(C=O)c2Cl)c(C)c1	-2.5	-0.1	-2	1
30	CCOC(=O)C1=C(C)NC2=C(C(=O)C(C(=O)OC)C(C)C2)C1c1cc2c(cc1Br)OCO2 (centres undefined)	-0.2	0.0	4	6
31	CCOc1ccc(/C=C2\C(=O)C(C(=O)OC)=C(C)N2c2cc(C)cc(C)c2)cc1	0.3	0.1	9	1
32	CN(C(=O)N1CCN(c2ccccn2)CC1)c1ccccc1	-0.4	0.3	0	9
33	O=C(Nc1ccc(S(=O)(=O)Nc2nccs2)cc1)C12CC3CC(CC(C3)C1)C2	-0.6	-0.1	2	-5
34	COc1ccc(N2CC(NC(=O)Nc3ccc(OC(F)F)cc3)CC2=O)cc1 (centres undefined)	0.2	-0.1	5	7
35	COC(=O)c1cc(C(=O)NCCCOC(C)C)cc([N+](=O)[O-])c1	0.1	0.3	-9	-1
36	O=C(CNS(=O)(=O)c1cccc(Cl)c1)OCc1csc(-c2ccccc2)n1	1.0	-0.2	-11	8
37	c1cncc(CCNc2ccc3ncc(-c4cccc5ccccc45)n3n2)c1	0.3	-0.3	-4	2
38	CN(c1ccccc1)S(=O)(=O)c1ccc(C(=O)Nc2sc3c(c2C#N)CCCC3)cc1	1.2	-0.1	6	6
39	COc1ccc(C2=CC(c3ccc(OC(F)F)cc3)n3ncnc3N2)cc1 (centres undefined)	1.4	0.4	11	5
40	Nc1nc(Nc2ccc(N3CCOCC3)cc2)cc(Nc2cnccn2)n1	-1.3	-0.1	-23	61*
41	O=[N+]([O-])c1ccc(-c2csc(N3N=C4/C(=C/c5ccc(Cl)cc5)CCCC4C3c3ccc(Cl)cc3)n2)cc1 (centres undefined)	-0.7	-0.1	2	-3
42	Cc1cc(NCC(O)c2cccc(O)c2)n2nc(-c3cccc(F)c3)cc2n1 (centres undefined)	0.1	-0.1	8	0
43	Cc1ccc(CNC(=O)CCC2CCCN(Cc3ccc4c(c3)OCCO4)C2)o1 (centres undefined)	1.3	-0.1	-14	6
44	O=C(c1cc(Cl)nc2ccccc12)N1CCOCC1	0.7	0.1	8	-1
45	Cc1cc(C)n2c(SCC(=O)Nc3ccccc3Cl)nnc2n1	-0.4	-0.1	9	-5
46	COC(=O)c1ccc(NC(=O)CN(c2ccc(Cl)cc2C)S(C)(=O)=O)cc1	-0.2	0.5	15	4
47	O=C(NCCS(=O)(=O)N1CCN(Cc2ccccc2)CC1)c1c(F)cccc1F	0.2	0.3	-25	-5
48	CCCOc1ccc(C(=O)Nc2ccc3oc(-c4ccc(N(C)C)cc4)nc3c2)cc1	-0.1	-0.1	-7	-14
49	COc1ccccc1NC(=O)c1sc(=S)n(-c2ccccc2OC)c1N	-1.5	-0.1	-12	-10
50	CCOC(=O)c1c(NC(=O)CSc2nnc(CNC(=O)c3ccccc3F)n2-c2ccccc2OC)sc2c1CCCC2	0.7	0.1	-2	-3

entry	SMILES	GPR151 activ	FBW7 activator	MITF inh	TEAD-YAP inh
51	Nc1ccc(C(=O)COC(=O)c2ccccc2)cc1	0.7	0.8	12	-76
52	Cc1ccc(-c2cnc(NCCCN3CCOCC3)nc2)cc1	-0.8	0.5	21	-5
53	CC(Cc1c[nH]c2ccccc12)NC(=O)c1ccc(Cl)cc1 (centres undefined)	0.0	-0.2	-1	-45
54	CCN1C(=O)CC(C(=O)OC)C12CCN(Cc1ccc(F)c(F)c1)CC2 (centres undefined)	-1.1	0.0	6	1
55	CCOc1cc(/C=N/NC(N)=O)cc(Br)c1OCc1ccccc1	-1.5	-0.2	5	-7
56	Cc1c(C(=O)c2ccccc2)oc2cc(NC(=O)c3ccc(Cl)nc3)ccc12	-1.6	-0.1	-6	-10
57	O=C1CCCc2oc3ccc(O)cc3c21	1.3	-0.1	9	-12
58	O=C(NN=C1CCCC1)C(=O)Nc1cccc(C(F)(F)F)c1	0.1	0.1	-3	-2
59	Cc1ccc(C(=O)C2CCN(CC(=O)N3CCN(c4ccc(F)cc4)CC3)CC2)cc1	1.5	0.1	2	1
60	COc1cc([N+](=O)[O-])ccc1NC(=O)NCc1cccnc1	1.8	-0.1	-13	3
61	Cc1c(C(=O)NC(C)C)sc2ncnc(N3CCCCC3C)c12 (centres undefined)	3.1	0.0	5	-19
62	CCOc1ccccc1NC(=O)Nc1ccc2c(c1)OCO2	-2.7	0.1	9	-3
63	CC(O)(c1ccccc1)c1ccncc1 (centres undefined)	0.8	-0.2	4	-5
64	O=C(CSc1n[nH]c(-c2ccco2)n1)N1CCOCC1	-0.8	0.0	23	-5
65	CC(=O)NC1(c2ccc(F)cc2)CCN(C(=O)C2CCCCC2)CC1	-1.2	0.1	-8	-13
66	Cn1cc(-c2ccccc2NC(=O)Cc2cc(F)cc(F)c2)cn1	-0.4	0.0	9	-3
67	Cc1c(CN2CCC(CO)(Cc3ccccc3C(F)(F)F)CC2)cnn1C	0.0	0.5	6	0
68	OCCC1CN(Cc2ccc(Oc3ncccn3)cc2)CCN1C1CCCCC1 (centres undefined)	0.1	0.4	-19	3
69	Cc1nc(N2CCN(c3ccccn3)CC2)c2c(C)c(C(=O)NC(C)c3ccccc3)sc2n1 (centres undefined)	0.7	0.2	2	7
70	COc1cc([N+](=O)[O-])ccc1NC(=O)Nc1ccc(C(F)(F)F)cc1	-1.7	-0.1	-2	2
71	CCOC(=O)c1cnc2ccccc2c1Nc1cccc(C)c1	1.2	-0.1	7	-5
72	CCOC(=O)c1ccc(-c2c(OC(C)=O)c3cc(CC)c(OC)cc3oc2=O)o1	-0.8	0.2	0	4
73	COc1cc(/C=N/Nc2ccccc2C)cc([N+](=O)[O-])c1O	-1.1	0.0	8	7
74	COCCn1c(=NC(=O)C(C)(C)C)sc2cc(C(=O)OC)ccc21	2.1	-0.1	1	2
75	CCCC1=C(C(=O)OCC)C(c2cc(Cl)cc(OC)c2OCC(=O)O)NC(=S)N1 (centres undefined)	-0.5	0.0	2	-9

# Record cards (already shown):
# Profile of `O=[N+]([O-])c1ccc(-c2csc(N3N=C4/C(=C/c5ccc(Cl)cc5)CCCC4C3c3ccc(Cl)cc3)n2)cc1` (centres undefined) → GPR151 activ: -0.7; FBW7 activator: -0.1; MITF inh: 2; TEAD-YAP inh: -3
# Profile of `COc1ccc(N2CC(NC(=O)Nc3ccc(OC(F)F)cc3)CC2=O)cc1` (centres undefined) → GPR151 activ: 0.2; FBW7 activator: -0.1; MITF inh: 5; TEAD-YAP inh: 7

# Next structures:
entry	SMILES	GPR151 activ	FBW7 activator	MITF inh	TEAD-YAP inh
76	COc1ccc(Cl)cc1NC(=O)C1C2C=CC(C2)C1c1nc2ccccc2c(=O)[nH]1 (centres undefined)	-0.2	0.0	2	4
77	COC(CNC(=O)c1ccc(-c2cnn(-c3ccc(Cl)cc3)c2)nc1)OC	-0.8	1.0	4	4
78	O=S(=O)(c1ccc(Cl)cc1)N1CCSC1c1ccccc1Cl (centres undefined)	-0.9	0.0	8	-1
79	CCOC(=O)C(C)Sc1nc2[nH]ncc2c(=O)[nH]1 (centres undefined)	-0.7	0.0	-10	-1
80	CCOC(=O)c1c(-c2ccccc2)csc1NC(=O)/C=C\C(=O)O	0.3	-0.1	3	24
81	COc1cccc(/C=N/NC(=O)C(=O)N2CCCCCC2)c1O	-0.9	-1.0	41	-1
82	COc1cc(/C=C2\C(=N)N3N=C(S(C)(=O)=O)SC3=NC2=O)cc(OC)c1OC	-0.6	-0.3	-7	-3
83	CCOC(=O)CN1C(=O)S/C(=C\c2ccc(-c3ccccc3[N+](=O)[O-])o2)C1=O	-1.0	-0.2	35	6
84	CN(C)c1ccc(CN2CCN(c3ccccn3)CC2)cc1	-0.3	-0.2	32	4
85	COc1cccc(CN2CCNC(=O)C2CC(=O)N2CCCCO2)c1OC (centres undefined)	1.1	-0.2	-7	-8
86	Cc1cc(NC(=O)C2CC(=O)N(c3ccccc3Cl)C2)ccc1Br (centres undefined)	-0.4	-0.2	-15	2
87	CC(C)c1cc(C(C)C)c(S(=O)(=O)NC(C)C2CC3CCC2C3)c(C(C)C)c1 (centres undefined)	1.6	0.1	1	7
88	CCSc1nnc2c(n1)OC(c1sccc1C)N(C(=O)CC)c1ccccc1-2 (centres undefined)	-0.3	0.2	4	9
89	COc1ccc(C(=O)Nn2c(-c3cccc(Cl)c3)nc3ccccc3c2=O)c(OC)c1	-2.3	0.6	21	-4
90	O=S(=O)(c1ccc(Oc2ccc(S(=O)(=O)N3CCOCC3)cc2)cc1)N1CCOCC1	-1.2	0.1	-14	10
91	CC(=O)Nc1ccc(CN2CCCCCCC2)cc1	0.9	0.0	19	8
92	CCCc1c(C)c2ccc(OCC(=O)OC)cc2oc1=O	-0.6	0.0	10	-2
93	CCCCN(C)S(=O)(=O)c1ccc(C)c(-c2nnc3c4ccccc4c(C)nn23)c1	-0.5	-0.2	-2	-9
94	Cc1cc(C(F)(F)F)c(C#N)c(SCC(=O)NC(C)(C)C)n1	2.4	0.1	-9	-12
95	COc1ccc(C(=O)COC(=O)C(CCSC)NC(=O)c2ccccc2)cc1 (centres undefined)	0.1	0.0	-5	4
96	O=C(c1ccc(Cl)cc1)N1CCN(c2ccc3nnc(-c4ccc(F)cc4)n3n2)CC1	0.4	-0.1	2	-5
97	COc1ccc(C(c2nnnn2C2CCCCC2)N2CCN(C)CC2)cc1 (centres undefined)	-1.2	0.3	6	2
98	CCCn1nnc(NC(=O)c2ccc(C)c(Cl)c2)n1	-0.9	0.0	6	-55
99	NC(=S)N/N=C/c1sc(=O)[nH]c1Cl	-3.5	-0.1	-2	-3

# Arranged by SMILES length (smallest number first): 6 of the compounds above
entry	SMILES	GPR151 activ	FBW7 activator	MITF inh	TEAD-YAP inh
99	NC(=S)N/N=C/c1sc(=O)[nH]c1Cl	-3.5	-0.1	-2	-3
88	CCSc1nnc2c(n1)OC(c1sccc1C)N(C(=O)CC)c1ccccc1-2 (centres undefined)	-0.3	0.2	4	9
77	COC(CNC(=O)c1ccc(-c2cnn(-c3ccc(Cl)cc3)c2)nc1)OC	-0.8	1.0	4	4
96	O=C(c1ccc(Cl)cc1)N1CCN(c2ccc3nnc(-c4ccc(F)cc4)n3n2)CC1	0.4	-0.1	2	-5
76	COc1ccc(Cl)cc1NC(=O)C1C2C=CC(C2)C1c1nc2ccccc2c(=O)[nH]1 (centres undefined)	-0.2	0.0	2	4
83	CCOC(=O)CN1C(=O)S/C(=C\c2ccc(-c3ccccc3[N+](=O)[O-])o2)C1=O	-1.0	-0.2	35	6
